p53 reactivator: restores transcriptional activity of mutant p53. H1299 p53-A138V BP100-luciferase reporter, luminescence, 24 h. Potency, µM (highest dose often 92.2 µM), inactives show top-dose activity change, positive = activation, usual class: activators. 0.063% of 320,000 active; further: % of control where 0% means no effect; nearly all actives have a fitted effect of over 45% in size
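p53-null H1299 cells stably carrying temperature-sensitive p53-A138V and a BP100-luciferase reporter were pinned with compounds (4-point, 1:5 series) and held 24 hrs at 37 deg C. Luminescence was read 10 min after detection reagent.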
RORgamma inh: ROR gamma (mouse) transcription inhibition; P51450; 5.4% of 310,000 active; Drosophila S2 Gal4-RORgamma UAS-luciferase reporter, 20 h; Potency, µM (titrated, usually from 53.6 µM), for the others: at the highest dose activity change, negative = inhibition, most hits filed as inhibitors; further: on the % scale 0 is the no-effect control and ±100 the full control effect; nearly all actives have a fitted effect of over 60% in size
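Luciferase reporter read in Schneider cells carrying Gal4-RORγ (mouse) and UAS-Photinus luciferase; cells given compound 1 h before 700 uM copper sulfate induction, then incubated 20 h at ambient temperature.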
MBNL1-CUG inh: blocks human MBNL1 binding to CUG repeat RNA; TR-FRET MBNL1-His/biotin-(CUG)12 binding, 665/545 ratio; Potency, µM (highest dose often 57.5 µM), for inactives: at the top dose activity change, negative = inhibition, hits mostly inhibitors; Q9NR56; 0.036% of 280,000 active; active means well fitted inhibition curve with a large enough effect in the signal ratio, with a control signal flat, not every such curve was filed as active; inconclusive means small, poorly fitted or top-dose-only effect, or effect the other way, or a change in a side signal; inactive means no such curve, though single readings can be large or run the other way; the % refers to the signal ratio; further: on the % scale 0 is the no-effect control and ±100 the full control effect
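His-tagged MBNL1 binding to biotinylated (CUG)12 RNA was measured by TR-FRET using terbium anti-His antibody (0.055 ng/ul final) and streptavidin-XL665 (5 nM final). Compounds were titrated 92 nM to 58 uM; 60 min at room temperature.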
BRCA1 expr up: activators of BRCA1 expression. MCF7-BRCA1-FFLuc reporter, luminescence, 48 h; response scale: scaled: vehicle 0%, 10 µM genistein 100%. Potency, µM (highest dose often 46.1 µM), for the others: at the top dose activation, actives largely listed as activators. 1.1% of 380,000 active. AID 624202; further: nearly all actives have a fitted effect of over 80% in size; some results filed as inactive show a strong effect at the top dose
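Reporter cells (MCF7, BRCA1 promoter-firefly luciferase) received library compounds across a concentration series for 48 h. End-point luminescence was measured and concentration-effect curves derived after normalization.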
ELG1 genotoxic: genotoxicity induction in ELG1-luciferase HEK293T cells. HEK293T ELG1-luciferase reporter, luminescence, 16 h. Potency, µM (series often up to 46 µM), for inactives: at the top dose activity change, positive = activation, usual class: activators. 1.3% of 330,000 active. AID 504466; further: % of control where 0% means no effect; nearly all actives have a fitted effect of over 60% in size
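Cells (2,000/well) expressing the ELG1-luciferase fusion are dosed by pin tool and kept 16 hr at 37 °C, 5% CO2. Signal comes from ONE-Glo luciferase reagent after 30 min at room temperature.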
MLL CXXC-DNA inh: MLL CXXC-DNA interaction inhibition; MLL-CXXC / FITC-HOXA9 DNA fluorescence polarization; Q03164; Potency, µM (series often up to 115 µM), for the others: top-dose activity change, negative = inhibition, most hits filed as inhibitors; AID 2662; 0.037% of 290,000 active; active means well fitted inhibition curve with a large enough effect in the polarisation, with a control signal flat, not every such curve was filed as active; inconclusive means small, poorly fitted or top-dose-only effect, or effect the other way, or a change in a side signal; inactive means no such curve, though single readings can be large or run the other way; the % refers to the polarisation
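Fluorescence polarization: 7 uM MLL-CXXC (stock) preincubated 5 min with compounds, then 50 nM fluorescein-HOX-A9 DNA (stock) added; 30 min ambient. Buffer 50 mM Tris-HCl pH 7.5, 50 mM NaCl, 1 mM DTT, 0.05% BSA.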
uPA surface inh: blocks generation of uPA at the cell surface; 0.31% of 330,000 active; Potency, µM (highest dose often 38.3 µM), for the others: at the top dose activity change, negative = inhibition, usual class: inhibitors; cell surface uPA generation assay, qHTS; active means well fitted inhibition curve with a large enough effect; inconclusive means small, poorly fitted or top-dose-only effect; inactive means no such curve, though single readings can be large or run the other way; tested in mouse RAW 264.7 cells; further: on the % scale 0 is the no-effect control and ±100 the full control effect; nearly all actives have a fitted effect of over 55% in size
Rab9 prom act: Rab9 promoter activation. Potency, µM (titrated, usually from 9.22 µM), inactives show at the highest dose activation, negative = inhibition, hits mostly activators. AID 485297. 2.8% of 320,000 active. Huh7 Rab9 promoter-luciferase reporter, luminescence, 24 h; further: % of control where 0% means no effect; nearly all actives have a fitted effect of over 60% in size
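Huh7 cells stably carrying Rab9 promoter–luciferase reporter, plated 1500 cells/well, compound added after 2 h and incubated 24 h at 37 °C; luciferase luminescence then read after 10 min with detection reagent.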
FLuc modulator: firefly luciferase modulation, counter-screen for miR-21 project; P08659; purified FLuc, Km substrates, luminescence inhibition; Potency, µM (titrated, usually from 57.5 µM), without a hit: at the top dose activity change, negative = inhibition, hits mostly inhibitors; 6.9% of 360,000 active;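 further: plate controls were vehicle for no effect and reference inhibitor for full effect; nearly all actives have a fitted effect of over 55% in size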
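Biochemical qHTS of compounds, final roughly 60 µM downward over six points, against 10 nM purified firefly luciferase using Km concentrations of substrates (10 uM D-luciferin, 10 uM ATP) in Tris acetate pH 7.5 buffer; luminescence output.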
NPC1 promoter act: NPC1 promoter activation; Potency, µM (doses to about 9.22 µM), for the others: top-dose activation, hits mostly activators; 2.4% of 320,000 active; Huh7 NPC1 promoter luciferase reporter, 24 h;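 further: % of control where 0% means no effect; nearly all actives have a fitted effect of over 60% in size; reporter is driven by a mutant NPC1 promoter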
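Stable NPC1-promoter luciferase Huh7 line; cpd (DMSO) 24 h, 37 °C, 5% CO2; Amplite luciferase reagent 10 min RT; luminescence readout. qHTS format.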
VP16 counter: counter-screen for ROR gamma inhibitors: Gal4-VP16 reporter; Potency, µM (series often up to 53.6 µM), for inactives: at the top dose activity, negative = inhibition, most hits filed as inhibitors; 3.5% of 310,000 active; Drosophila S2 Gal4-VP16 UAS-luciferase, luminescence, 20 h;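 further: Gal4-VP16 expression switched on by copper sulfate through the metallothionein promoter; on the % scale 0 is the no-effect control and ±100 the full control effect; nearly all actives have a fitted effect of over 50% in size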
Active calls of the source: *; ? = inconclusive; / = not tested or not shown; & = joins results of further samples; [ ] = another dose, or the depositor's remark. Unless noted, the call rests on the fitted dose curve; in most records, active means well fitted curve in the direction sought with a large enough effect; inconclusive means small, poorly fitted or top-dose-only effect, or another doubt; inactive means no such curve, though single readings can be large; an effect the other way counts as inactive or inconclusive. Potency means the concentration at half of the fitted maximal effect.

SMILES	p53 reactivator	RORgamma inh	MBNL1-CUG inh	BRCA1 expr up	ELG1 genotoxic	MLL CXXC-DNA inh	uPA surface inh	Rab9 prom act	FLuc modulator	NPC1 promoter act	VP16 counter
NS(=O)(=O)c1cccc(NC(=O)Cc2ccc(Cl)c(Cl)c2)c1	-4%	24%	1%	-15%	-2%	2%	4%	0%	-1%	-5%	5%
CCOc1ccc(C(=O)NCC(=O)OCC(=O)Nc2ccccc2OC)cc1	1%	12%	2%	0%	2%	3%	2%	-3%	24µM*	0%	14%
C=C(C)CSCc1nc2ccccc2[nH]1	6%	-12%	-2%	?	4%	7%	4%	7%	1%	20%	?
Cn1c(=O)c2c(nc(N3CCCCCC3)n2CC(=O)c2ccc(Br)cc2)n(C)c1=O	8%	?	0%	-3%	1%	-6%	-7%	-4%	0%	-1%	2%
COc1ccc(NC(=O)c2sc(NC(=O)COc3ccccc3)nc2C)cc1	-4%	1%	-6%	5%	5%	1%	-9%	18%	?	9%	-9%
Cc1cc(C(C)(C)C)cc(C)c1COC(=O)CN1C(=O)NC2(CCCC2)C1=O	-7%	/	/	-2%	-9%	/	13%	-5%	0%	-4%	/
O=C(CSc1nc(O)cc(=O)n1-c1ccccc1)Nc1ccccn1	3%	12%	-9%	-2%	2%	-1%	1%	2%	-10%	-2%	4%
COc1ccc(C2CC(c3ccccc3)n3nc(NC(=O)c4cccs4)nc3N2)cc1 (configuration not stated)	-7%	3.5µM*	10%	-26%	-6%	5%	-4%	2%	?	-4%	5µM*
NC(=O)NC(=O)C(c1ccccc1)N1CCN(S(=O)(=O)c2ccc(Br)s2)CC1 (configuration not stated)	-3%	/	/	-19%	-5%	/	15%	-5%	1%	1%	/
CCCNC(=O)COc1nc2ccccc2nc1N1CCOCC1	-3%	3%	30%[activator]	14%	2%	3%	22%	0%	-1%	-1%	-9%
Cc1nnnn1-c1cccc(C(=O)O)c1	6%	-31%	4%	14%	1%	1%	8%	-3%	0%	1%	-2%
O=C(Nc1nnc(C(F)(F)F)s1)c1ccc(N2C(=O)C3C4C=CC(C4)C3C2=O)cc1 (configuration not stated)	1%	3%	-3%	35%	0%	5%	-6%	5%	-16%	8%	20%
COc1ccccc1NC(=O)C1=C(C)NC(SCC(=O)Nc2ccc(C(=O)O)cc2)=C(C#N)C1c1cccs1 (configuration not stated)	1%	9%	-1%	-18%	2%	-4%	0%	2%	4%	1%	-1%
O=C(c1cc(S(=O)(=O)N2CCC3(CC2)OCCO3)ccc1F)N1CCCCC1	-5%	18%	-3%	-1%	-9%	-5%	-2%	-4%	-1%	-1%	4%
CC(C)(C)c1cc(C(=O)NCc2ccccc2)ccn1	-8%	?	-10%	-45%	-9%	7%	5%	-7%	-5%	-1%	?
NS(=O)(=O)c1cc(C(=O)OCC(=O)N2CCOCC2)ccc1Cl	10%	-1%	-3%	26%	10%	3%	3%	12%	-10%	1%	9%
COCCN(C(=O)c1ccccc1F)c1c(N)n(Cc2ccccc2)c(=O)[nH]c1=O	-3%	11%	-4%	0%	2%	3%	1%	-3%	-1%	-1%	2%
O=c1[nH]c2cc(Cl)c([N+](=O)[O-])nc2[nH]1	17%	18%	?	-11%	0%	0%	3%	3%	3%	-3%	-2%
CC1Oc2ccccc2N(CC(=O)Nc2ccc3c(c2)OCCO3)C1=O (configuration not stated)	4%	22%[10 µM]	8%	37%	16%	6%	/	0%	?	2%	4%
c1ccc(-n2nnnc2-n2cnc3ccccc32)cc1	-5%	-4%	2%	3%	-2%	4%	4%	-1%	7%	-3%	-5%
CCOC(=O)N1CCN(Cc2nc3c(c(=O)n(C)c(=O)n3C)n2Cc2cc(C)ccc2C)CC1	-2%	?	-2%	/	3%	1%	/	5%	2%	0%	9%
O=C(CSc1n[nH]c(-c2ccc(Cl)cc2Cl)n1)Nc1ccccn1	3%	-48%	-4%	-21%	-6%	-9%	10%	5%	-18%	0%	8%
O=C(NCc1ccncc1)C1CCCN(S(=O)(=O)Cc2ccccc2)C1 (configuration not stated)	-12%	-28%	-5%	0%	0%	27%	1%	0%	6%	-6%	-1%
Cc1ccc(N2C(=O)CC(Sc3ccccc3C(=O)O)C2=O)cc1C (configuration not stated)	0%	?	8%	-3%	2%	-9%	-5%	0%	0%	-8%	?
Cc1ccc(/C=N/NC(=O)c2ccc(OC3CCCC3)cc2)o1	/	/	-6%	51%	-7%	0%	5%	2%	?	7%	/
S=C(NCCCN1CCOCC1)Nc1ccc(N2CCOCC2)cc1	-2%	-4%	-6%	-6%	4%	-7%	-8%	5%	1%	4%	-1%
Cc1cc(Cl)c(S(=O)(=O)NC2CCCCC2)cc1OCC(=O)Nc1nncs1	-4%	-11%	-11%	-3%	-2%	1%	-2%	-10%	5%	-5%	11%
CCOC(=O)c1ccccc1NC(=O)C1CSC2(C)CCC(=O)N12 (configuration not stated)	-3%	29%	-4%	2%	2%	6%	1%	4%	1%	-1%	-2%
COc1ccc(-c2nc(Cc3ccc(Cl)cc3)no2)cc1OC	-9%	3%	-1%	-19%	7%	2%	-4%	1%	-2%	9%	2%
Fc1ccccc1CNC(=S)NCc1ccc(Cl)cc1	12%	7.9µM*	-11%	7%	-7%	43%[activator]	9%	3%	0%	1%	?
CCOC(=O)c1nc(C)nc(Sc2n[nH]c(-c3cc(Cl)cc(Cl)c3)n2)c1C	-4%	-15%	0%	-47%	-5%	-16%	-3%	1%	-8%	-1%	2%
COc1ccc(Nc2nc(C)cc(C)c2C#N)c(OC)c1	6%	13%[1.91 µM]	-3%	-44%	-2%	-6%	-4%	4%	1%	4%	1%
O=[N+]([O-])c1ccc(/C=N/n2c(C3CCCCC3)n[nH]c2=S)cc1	1%	1.4µM*	8%	-48%	2%	-18%	-6%	-1%	2%	1%	?
Cc1ccc(N(C(=O)c2csnn2)C(C(=O)NC(C)(C)C)c2cccs2)cc1 (configuration not stated)	-5%	-10%	-21%	7%	1%	-7%	-4%	-6%	-2%	-3%	-6%
COc1ccc(CCn2c(NN=C3CCCCC3)nc3c2c(=O)[nH]c(=O)n3C)cc1	-5%	-36%	11%	-29%	-6%	-11%	-8%	1%	-12%	-6%	-2%
COc1ccc(NC(=S)N(C)CC2COc3ccccc3O2)cc1 (configuration not stated)	5%	-42%	2%	-3%	6%	7%	4%	-1%	-5%	5%	25%
Cc1n[nH]c(C)c1CCOc1ccc(C(C)C)cc1	/	?	3%	2%	/	4%	-2%	/	?	/	?
Cc1nn(-c2ccccc2)c(C)c1/C=C/C(=O)OCC(=O)Nc1ccc(C(N)=O)cc1	5%	/	/	2%	16%	/	?	3%	2%	0%	/
c1ccc(C2Nc3ccccc3C3OCCCC23)cc1 (configuration not stated)	-30%	13%	-2%	-34%	-3%	1%	1%	4%	1%	-1%	1%
COc1ccc(C(=O)Oc2c(OC)cc(C(=S)N3CCOCC3)cc2OC)cc1OC	6%	23%	1%	0%	3%	2%	-9%	-1%	?	-2%	1%
Cc1ccc(CNC(=O)c2nnc(Cc3ccc(Cl)cc3)o2)cc1	-4%	10%	-3%	10%	-1%	3%	1%	-3%	-1%&-1%	2%	-2%
COc1cc(S(=O)(=O)NCc2cccnc2)ccc1F	-6%	12%	-3%	-1%	-1%	0%	-4%	1%	1%	-2%	8%
N#Cc1c2c(c(N3CCN(CCO)CC3)n3c1nc1ccccc13)CCCC2	1%	-33%	9%	/	-5%	2%	/	-2%	2%	-5%	-7%
CCCOC1CCCN(C(=O)c2cc(COc3cncc(Cl)c3)on2)C1 (configuration not stated)	/	/	1%	5.6µM*	?	-4%	2%	1.4µM*	11µM*	4µM*	/
Cc1ccc(Cc2cncc(O)c2)cc1S(=O)(=O)O	-4%	-13%	1%	-3%	-2%	-1%	2%	2%	-1%	-3%	-10%
COCCCN(C(=O)c1cc2c(s1)CCCCC2)c1c(N)n(Cc2ccccc2)c(=O)[nH]c1=O	-6%	/	/	-15%	0%	/	-2%	-12%	1%	-3%	/
Cc1ccc(/C=N/N2CCN(Cc3ccccc3)CC2)o1	6%	-3%	9%	43%	19%	-2%	6%	8%	-6%	-3%	-30%
COc1cccc(CN(C(=O)COc2ccccc2[N+](=O)[O-])C2CCS(=O)(=O)C2)c1 (configuration not stated)	-2%	4%	7%	10%	0%	10%	-4%	-1%	-6%	3%	-3%

Bioassay records from PubChem.

A portion of the library, so the mix of outcomes need not match the whole.
